CCT chaperon mod = modulators of cytosolic chaperonin (CCT/TRiC) activity; purified chaperonin ATPase assay, HTRF ADP detection, 30 min; activity change, % (test concentration not listed), hits read low; hit rate 0.3% among 360,000; AID 651819; in the data active = activity change below about -30%; note: % is set by controls: 0 for no effect and ±100 for the full control effect
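TRiC (40 or 20 nM final, by batch activity) in 30 mM Tris pH 7.4, 100 mM KCl, 5 mM MgCl2, 1 mM DTT was treated with compound at 76 uM single dose, then 10 uM ATP, 30 min at 37 °C. ADP was read by HTRF Transcreener.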
TGFb inhibitor = TGF-b pathway inhibition; HepG2 CAGA-GFP TGF-b/SMAD3 reporter, GFP fluorescence, 18 h; TGF-beta stimulated, 500 pg/mL final; AID 588855; hit rate 1.2% among 410,000; Potency, µM (top dose mostly 46.1 µM), for inactives: top-dose activity, negative = inhibition, actives largely listed as inhibitors; note: potency is the fitted concentration of half-maximal effect; % is set by controls: 0 for no effect and ±100 for the full control effect; nearly all actives have a fitted effect of over 65% in size
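Inhibition of TGF-beta-driven CAGA-GFP reporter expression in HEPG2 cells is measured by cellular GFP fluorescence after 18 h stimulation with 500 pg/mL recombinant TGF-beta in 1% FBS medium at 37 degrees C.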
MmCpn inh = M. maripaludis TRiC chaperonin inhibition; purified Mm-Cpn ATPase, ADP Transcreener TR-FRET; hit rate 0.031% among 330,000; Potency, µM (series often up to 76.9 µM), inactives show at the top dose activity, negative = inhibition, usual class: inhibitors; note: potency is the fitted concentration of half-maximal effect; % is set by controls: 0 for no effect and ±100 for the full control effect; nearly all actives have a fitted effect of over 80% in size
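25 nM Mm-CPN + cpd, 10 min 37°C; + 10 uM ATP, 30 min 37°C; buffer 30 mM Tris pH 7.4, 100 mM KCl, 5 mM MgCl2, 1 mM DTT; Transcreener ADP HTRF detection 30 min RT.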
Nrf2 ARE act = activators of Nrf2 (ARE) signaling | Potency, µM (top dose mostly 46.1 µM), without a hit: at the highest dose activation, hits mostly activators | hit rate 0.31% among 410,000 | AREc32 ARE-luciferase reporter (MCF7-derived line), luminescence, 24 h; note: potency is the fitted concentration of half-maximal effect; % of control where 0% means no effect; nearly all actives have a fitted effect of over 65% in size
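Luciferase luminescence (Steady-Glo, 30 min at room temperature) served as the read-out of ARE activation in AREc32 cells treated with compounds for 24 hr at 37 deg C.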
pAkt inh = Akt phosphorylation inhibition; AID 651550; activity change, % for hits at 50 µM; hit rate 0.32% among 360,000; Neuro2A IGF-stimulated pAkt S473 HTRF, 20 min; active compounds read low; in the data active = activity change below about -80%; inconclusive = mostly about -51% to -80%; note: % is set by controls: 0 for no effect and ±100 for the full control effect
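Neuro2A cells in DMEM with 0.5% FBS, overnight at 37 deg C, given compound at single 50 µM final, then IGF (6 nM final) for 20 min at 37 deg C. Lysed; phospho-Akt Ser473 by HTRF after 24 h, 665/615 ratio.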
Nrf2 block = blocks Nrf2 signaling; A549 ARE-Fluc reporter, luciferase luminescence, 18-24 h; Potency, µM (titrated, usually from 46 µM), for inactives: at the highest dose activity change, negative = inhibition, most hits filed as inhibitors; hit rate 2.1% among 360,000; AID 504444; note: potency is the fitted concentration of half-maximal effect; % is set by controls: 0 for no effect and ±100 for the full control effect; nearly all actives have a fitted effect of over 60% in size
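Reporter: ARE-Fluc in A549. Exposure: 18-24 h, 37 °C, 5% CO2, 5% FBS OPTI-MEM. Readouts: fluorescent cytotoxicity (CellTiter-Fluor), then luminescent Nrf2 signal after BugLite.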
A549 tox = counter-screen for Nrf2 inhibitors: cytotoxicity in A549 cells. A549 ARE-Fluc cells, CellTiter-Fluor viability, 18-24 h. hit rate 0.16% among 390,000. Potency, µM (top dose mostly 46 µM), for inactives: at the highest dose activity change, negative = cytotoxicity, actives largely listed as inhibitors; note: potency is the fitted concentration of half-maximal effect; % is set by controls: 0 for no effect and ±100 for the full control effect
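Cytotoxicity counterscreen: CellTiter-Fluor fluorescence was measured in A549 ARE_Fluc cells after 18-24 h of compound exposure in a concentration series. The subsequent BugLite luminescent read reports ARE-luciferase activity.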
HepG2 viability = HepG2 cytotoxicity, counter-screen for TGF-b inhibitors; HepG2 CAGA-GFP viability, ATP luminescence, 18 h; Potency, µM (titrated, usually from 46.1 µM), for the others: at the highest dose activity change, negative = cytotoxicity, most hits filed as cytotoxic; hit rate 0.76% among 410,000; note: potency is the fitted concentration of half-maximal effect; some results filed as inactive show a strong effect at the top dose
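CellTiter-Glo luminescence gave cytotoxicity after 18 hours at 37 degrees C. The cells were HepG2 CAGA-GFP in 1% FBS DMEM, stimulated with 500 pg/mL TGF-beta after compound addition. %Activity was normalised to no-cell wells (complete cell-killing) and DMSO (no toxicity), and curves were fitted and classified.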
ATXN viability = cell viability loss in ATXN counter-screen; S2 cells (HEK-293 line with an ATXN2-luciferase reporter) viability, CellTiter-Fluor protease fluorescence, 24 h; Potency, µM (series often up to 56.7 µM), actives largely listed as cytotoxic; hit rate 0.49% among 400,000; note: potency is the fitted concentration of half-maximal effect; nearly all actives have a fitted effect of over 40% in size
The depositor's hits bear a star; i = inactive; ? = inconclusive; . = not tested or not shown. Unless noted, calls come from the whole dose curve; as a rule, active = well fitted curve in the direction sought with a large enough effect; inconclusive = small, poorly fitted or top-dose-only effect, or another doubt; inactive = no such curve, though single readings can be large; an effect the other way counts as inactive or inconclusive.

SMILES	CCT chaperon mod	TGFb inhibitor	MmCpn inh	Nrf2 ARE act	pAkt inh	Nrf2 block	A549 tox	HepG2 viability	ATXN viability
CCC(C)n1c(C)nc2c(c1=O)c1nc3ccccc3nc1n2CCC1=CCCCC1 (stereo not drawn)	1.9	-18.0%	-3.8%	-0.2%	.	-13.4%	-8.0%	-8.5%	.
COc1ccc(OC)c(CNC(=O)CN2C(=O)CCn3nc(-c4cn(C)c5ccccc45)cc32)c1	.	-7.8%	.	-0.1%	.	.	1.7%	0.8%	i
Cc1ccc(C(=O)N2CCN=C2SCc2ccc([N+](=O)[O-])cc2)cc1	-0.7	-24.0%	-2.9%	2.2%	i	?	0.5%	1.6%	?
CSc1nnc(C)c(=O)n1COC(=O)c1ccc([N+](=O)[O-])cc1	2.5	5.4%	-7.8%	-0.5%	i	-1.5%	1.3%	14.5%	i
CCOc1ccccc1CN1CCN(Cc2c[nH]c3ccccc23)CC1CCO (stereo not drawn)	-3.2	10.6%	0.8%	3.9%	i	5.4%	0.7%	-31.5%	?
Cc1cc2cc(CNC(=O)c3ccc(S(=O)(=O)N4CCOCC4)cc3)ccc2[nH]1	1.4	-21.5%	-2.6%	-0.1%	i	-11.2%	-4.7%	-0.3%	i
CC(OC(=O)c1ccc2ncsc2c1)C(=O)Nc1ncc(Cl)cc1Cl (stereo not drawn)	-0.2	7.9%	3.5%	0.1%	i	?	0.3%	-2.1%	i
COc1ccc(CNC(=O)C2CCN(S(=O)(=O)c3cc(OC)ccc3OC)CC2)cc1	0.1	10.0%	-3.4%	-1.2%	i	-5.8%	-0.4%	4.7%	i
Cc1c(Cl)cccc1NC(=O)c1ccc(-n2ccnc2)nc1	-12.4	3.1%	0.7%	-0.8%	i	?	.	-3.1%	i
CCCCNC(=O)CC1Nc2cc(C)c(C)cc2NC1=O (stereo not drawn)	.	-11.3%	.	0.5%	.	11.3%	0.2%	-1.2%	?
Cc1ccc(C(=O)NCC(=O)O)cc1S(=O)(=O)N1CCCCC1	1.4	5.5%	-0.1%	-0.2%	i	-2.2%	1.0%	2.1%	i
CCc1nnc(NC(=O)CSc2nc3c(c(=O)n2-c2ccccc2OC)SCC3)s1	0.5	-3.8%	-5.7%	0.8%	i	?	-18.0%	-16.4%	i
COc1ccc(-n2c(SCC(=O)Nc3cccc(C)c3C)nc3c([nH]c4ccccc43)c2=O)cc1	.	-15.0%	.	5.3%	.	.	-10.4%	-17.7%	.
CC1(C)C[C@H]2C3=CCC4[C@@]5(C)CC[C@H](O[C@@H]6O[C@H](C(=O)O)[C@@H](O)[C@H](O)[C@H]6O)[C@@](C)(CO)C5CC[C@@]4(C)[C@]3(C)C[C@H](O)[C@@]2(CO)[C@@H](O)[C@@H]1O (stereo partly drawn)	0.6	2.2%	1.4%	-1.1%	i	11.9%	-2.4%	-2.6%	i
O=C(Nc1cccc(-c2nc3ccccc3s2)c1)c1cc(=O)c2ccccc2o1	-0.1	?	0.9%	7.0%	i	-1.2%	9.2%	-9.4%	i
Cc1nn(C(C)(C)C)c(OC(=O)c2ccc3c(c2)OCO3)c1S(=O)(=O)c1ccccc1	-5.8	?	-0.2%	3.2%	i	?	-21.0%	-24.6%	i
COc1cccc(C(=O)OCCN2CCCCC2)c1	1.0	-15.5%	0.3%	0.3%	i	.	-0.3%	5.3%	i
COc1ccc(-n2ccnc(NCCc3ccc(S(N)(=O)=O)cc3)c2=O)cc1	.	-5.0%	.	2.1%	.	-23.4%	0.0%	2.3%	i
Cc1cccc(NC(=O)c2oc3ccccc3c2NC(=O)c2cc(=O)c3cc(Cl)ccc3o2)c1	.	-18.4%	.	0.1%	.	2.6%	3.3%	-22.4%	i
COCCCNC(=O)c1csc([C@H]2C[C@H](O)[C@@H](CO)O2)n1	0.7	14.9%	.	0.5%	.	.	.	-0.7%	i
CCOC(=O)C1(Cc2ccccc2)CCN(Cc2ccc(C)s2)CC1	-4.3	2.3%	1.0%	2.2%	i	-9.6%	-0.7%	-1.3%	i
O=C(O)c1ccc(N/N=C/c2cccc3cccnc23)cc1	0.0	0.1%	-18.1%	-0.3%	i	?	-18.8%	3.9%	i
Clc1ccc2nc(-c3ccccn3)c(Nc3ccc4c(c3)OCO4)n2c1	-0.7	15.4%	-0.7%	-0.5%	i	?	?	10.8%	i
Cc1ccnc(NC(=O)CCC(=O)N(CC(=O)NC(C)(C)C)c2ccc(F)c(Cl)c2)c1	-3.0	-0.4%	1.7%	-0.5%	i	2.9%	0.1%	-7.7%	i
Cc1cccc(N2C(=O)CC(Cn3nc(C)cc3C)C2=O)c1 (stereo not drawn)	3.4	18.6%	2.2%	0.5%	i	20.0%	-5.9%	2.0%	i
CCn1c(C)nc2cc(C(=O)NNC(=S)NC(=O)c3ccc(OC)cc3)ccc21	2.2	-18.5%	-1.4%	-0.4%	i	?	9.6%	-29.4%	i
COc1ccc(OCC(=O)NC(CC(=O)O)c2ccc(OC)c(OC)c2)cc1 (stereo not drawn)	-2.0	-5.0%	0.1%	0.1%	i	3.4%	-0.8%	-8.7%	i
C/C(NC(=O)c1cccs1)=C1\C(=O)C[C@@H]2[C@H]1C2(C)C	0.7	-4.4%	0.9%	23.3%	i	?	-1.3%	-4.9%	i
COCCCNC(=O)C(=O)C1C(=O)Nc2ccccc21 (stereo not drawn)	-0.8	10.3%	0.8%	3.9%	i	-2.9%	1.5%	11.6%	i
CC(=O)Nc1ccc(NC(=O)C(C)OC(=O)/C=C/c2cnc3ccccc3n2)cc1 (stereo not drawn)	-1.5	-1.7%	-0.8%	5.6%	i	-22.3%	0.7%	-3.1%	i
Cc1nc2c3ccccc3n(CC#N)c(=O)n2n1	-0.6	-1.7%	-0.7%	0.6%	i	3.8%	-14.4%	-20.3%	i
Cc1ccc(NC(=O)CNc2ccc(Cl)cc2F)cc1	-2.1	-8.6%	0.5%	-0.8%	i	-5.1%	-2.9%	-0.6%	i
CCc1ccc(N(C(=O)C(F)(F)F)C(C(=O)NC2CCCCC2)c2ccncc2)cc1 (stereo not drawn)	-9.4	-0.1%	-1.0%	-0.2%	i	1.2%	0.4%	-6.8%	i
COc1ccc(-c2noc(CSc3nnc(-c4ccncc4)n3-c3ccc(C)cc3)n2)cc1	.	-3.8%	.	7.7%	.	?	-1.6%	-23.6%	?
COc1ccc(C(=O)Cn2cnc3ccccc3c2=O)cc1OC	-1.4	0.0%	-2.8%	0.0%	i	?	5.5%	-16.2%	i
Cc1cc(=O)[nH]c(N/N=C/c2ccc(Br)s2)n1	-2.5	-19.9%	-2.2%	?	i	18.6%	-4.6%	-19.4%	i

Two entries from above, reformatted.
canonical_smiles,CCT chaperon mod,TGFb inhibitor,MmCpn inh,Nrf2 ARE act,pAkt inh,Nrf2 block,A549 tox,HepG2 viability,ATXN viability
C/C(NC(=O)c1cccs1)=C1\C(=O)C[C@@H]2[C@H]1C2(C)C,0.7,-4.4%,0.9%,23.3%,i,?,-1.3%,-4.9%,i
COCCCNC(=O)C(=O)C1C(=O)Nc2ccccc21 (stereo not drawn),-0.8,10.3%,0.8%,3.9%,i,-2.9%,1.5%,11.6%,i

Following part.
SMILES	CCT chaperon mod	TGFb inhibitor	MmCpn inh	Nrf2 ARE act	pAkt inh	Nrf2 block	A549 tox	HepG2 viability	ATXN viability
CCn1nnnc1SCC(=O)c1ccc(C)cc1	-2.2	-4.9%	-0.2%	0.6%	i	7.6%	-0.5%	-11.8%	i
NCCc1nc(-c2ccccc2)cs1	-2.9	14.3%	2.0%	2.8%	i	2.5%	5.2%	-9.7%	i
Nc1ncnc2oc(-c3ccoc3)c(-c3ccco3)c12	.	?	.	.	.	?	-1.3%	-12.2%	.
CCN(C1CCCCC1)S(=O)(=O)CCNC(=O)c1ccccc1	-4.0	-10.3%	0.0%	0.2%	i	-1.0%	-3.5%	3.6%	i
CCCCCCNS(=O)(=O)c1nc2nc(C)cc(C)n2n1	0.4	-3.1%	-1.5%	-0.1%	i	-13.8%	7.2%	-31.5%	i
CCc1ccc(NC(=O)CC2C(=O)N(c3cccc(C)c3)C(=O)N2CCC(C)C)cc1 (stereo not drawn)	.	?	.	1.0%	.	-21.2%	-19.7%	-23.8%	.
CCn1c(SCC(=O)Nc2ccc(OC)cc2)nnc1-c1ccco1	1.5	-0.9%	-0.2%	0.0%	i	-13.3%	-6.4%	5.4%	i
COc1ccc(Br)cc1C(=O)Nc1ccc(N2CCN(S(C)(=O)=O)CC2)cc1	-2.2	18.5%	-0.4%	2.5%	i	18.4µM*	-18.4%	-20.3%	i
COc1ccc(C)cc1NC(=O)CSCc1cc(=O)n2c(C)csc2n1	-0.9	11.7%	?	-0.3%	i	-0.4%	-0.1%	2.3%	?
NN=C1c2cc(S(=O)(=O)NCCO)ccc2-c2ccc(S(=O)(=O)NCCO)cc21	.	16.4%	.	.	.	19.9%	1.9%	14.7%	.
CC(C)c1ccc(NC(=O)c2cc(S(=O)(=O)NC3CCCCC3)ccc2F)cc1	.	?	.	-1.0%	.	.	?	12.6µM*	?
CCOC(=O)C1=CN(Cc2cccc(F)c2)S(=O)(=O)N(C)C1c1ccccc1 (stereo not drawn)	1.2	-9.1%	-0.5%	5.1%	i	?	-0.2%	-10.2%	i
Cc1ccc(F)cc1C(=O)N1CCCCC1c1cc(C(=O)NC(C)C)no1 (stereo not drawn)	-0.3	23.2%	.	0.7%	i	.	.	-0.9%	i
Cc1cc2c(cc1S(=O)(=O)Nc1cc(C(F)(F)F)cc(C(F)(F)F)c1)OCC(=O)N2	.	?	.	-0.4%	.	.	13.1%	-27.1%	?
COC(=O)CSc1nc2c(cnn2-c2ccc(Cl)cc2)c(=O)[nH]1	-0.1	-10.3%	0.5%	-0.6%	i	?	-0.3%	-30.9%	i

Screens: PubChem BioAssay, National Center for Advancing Translational Sciences (NCATS)

Random draw from the library; overall some 4.4% were active at least once.
